CatB block – inhibitors of human cathepsin B | P07858 | purified cathepsin B, fluorogenic substrate, fluorescence | AID 453 | inhibition, %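 (tested at 10 µM)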 | 63,000 tested, 0.1% active; in the data active = inhibition above about 21%;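 note: 0% = enzyme with no compound and 100% = no enzyme blank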
FXIa mix inh – blocks human factor XIa in pooled compound mixtures; AID 680; inhibition, % at 5 µM; purified FXIa, fluorogenic substrate; P03951; 62,000 tested, 0.19% active;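 note: each value is inhibition by a whole ten-compound pool holding the compound; 0% = enzyme with no mixture and 100% = wells lacking enzyme; strong numbers were not always called active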
Target sequence (P03951 19-387 limits assumed): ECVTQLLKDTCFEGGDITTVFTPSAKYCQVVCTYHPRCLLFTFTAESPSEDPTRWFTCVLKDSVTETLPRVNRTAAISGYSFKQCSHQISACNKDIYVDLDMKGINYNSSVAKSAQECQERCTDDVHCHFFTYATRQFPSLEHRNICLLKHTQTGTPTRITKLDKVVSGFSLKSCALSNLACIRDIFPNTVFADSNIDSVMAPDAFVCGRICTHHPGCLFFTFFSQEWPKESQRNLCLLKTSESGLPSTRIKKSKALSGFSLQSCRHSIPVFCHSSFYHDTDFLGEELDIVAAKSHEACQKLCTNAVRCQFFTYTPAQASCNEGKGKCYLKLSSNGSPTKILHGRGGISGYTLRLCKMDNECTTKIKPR
Target sequence (P03951 388-625 limits assumed): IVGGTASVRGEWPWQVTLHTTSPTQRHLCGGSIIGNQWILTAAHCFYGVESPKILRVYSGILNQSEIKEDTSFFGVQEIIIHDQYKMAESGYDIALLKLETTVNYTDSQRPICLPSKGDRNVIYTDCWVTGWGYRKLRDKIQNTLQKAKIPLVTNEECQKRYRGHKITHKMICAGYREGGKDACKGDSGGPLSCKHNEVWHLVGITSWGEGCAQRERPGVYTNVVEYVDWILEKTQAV
CatB mix inh – inhibitors of human cathepsin B in compound mixtures; P07858; Purified cathepsin B, AMC dipeptide fluorescence; inhibition, %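 (ten-compound pools at 5 µM per compound and 50 µM total)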; 62,000 tested, 0.06% active; AID 488; in the data active = inhibition above about 22%, passing the limit was not always enough; inconclusive = no clear call, values can overlap the other calls;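 note: 0% = enzyme without compound and 100% = no enzyme blank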
CatG inh – cathepsin G (human) inhibition | inhibition, % at 5 µM (by protocol) | purified enzyme, AMC-tetrapeptide fluorescence, pooled mixtures | AID 581 | 62,000 tested, 0.2% active;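 active = inhibition above 20% in each of the two mixture wells holding the compound; inactive = inhibition of 20% or less in either well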;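 note: 0% = enzyme control without mixture and 100% = blank lacking enzyme; strong numbers were not always called active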
FXIIa inh mix – inhibitors of human coagulation factor XIIa, pooled mixtures; P00748; purified FXIIa, fluorogenic substrate; inhibition, % at 5 µM; 62,000 tested, 0.2% active; AID 684;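 note: 0% = enzyme without compound and 100% = no enzyme blank; some results filed as inactive read as strong as hits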
AP ELISA ortho – orthogonal test for alternative complement pathway inhibitors. inhibition, % at 5 µM. 62,000 tested, 0.08% active. Human serum alternative complement pathway, LPS-coated ELISA, C3 deposition; tested in compound mixtures;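 active = inhibition above 30% in each of the two pooled mixtures holding the compound, so the lower value exceeds 30%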;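 note: 0% = serum in Mg-EGTA without compound and 100% = EDTA serum blank; some compounds past the cut are filed as inactive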
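Test system – human serum alternative complement pathway, C3 deposition on LPS-coated wells · Buffer or medium – diluted human serum in Mg2+-EGTA GVB++ · Compound dosing – 5 µM each compound, pools of ten, 50 µM per pool · Schedule – 1 h serum-compound exposure at 37 °C · Measured by – Anti-C3 ELISA, OD 450 nm · Read-out basis – percent inhibition of C3 deposition onto LPS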
CatS inh – blocks human cathepsin S protease activity; P25774; recombinant cathepsin S, AMC dipeptide fluorescence, pooled mixtures; inhibition, %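 (tested at 5 µM per compound within 10-compound mixtures)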; 62,000 tested, 0.06% active; AID 501; in the data active = inhibition above about 32%, passing the limit was not always enough; inconclusive = no clear call, values can overlap the other calls;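 note: 0% = enzyme without compound and 100% = blank without enzyme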
CatL inh – inhibitors of human cathepsin L; P07711; purified cathepsin L, fluorogenic substrate, fluorescence; 58,000 tested, 0.17% active; inhibition, %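 (tested at 10 µM)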; AID 460; in the data active = inhibition above about 45%;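 note: 0% = enzyme with no compound and 100% = no enzyme blank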
Target sequence (P07711 114-288 limits assumed): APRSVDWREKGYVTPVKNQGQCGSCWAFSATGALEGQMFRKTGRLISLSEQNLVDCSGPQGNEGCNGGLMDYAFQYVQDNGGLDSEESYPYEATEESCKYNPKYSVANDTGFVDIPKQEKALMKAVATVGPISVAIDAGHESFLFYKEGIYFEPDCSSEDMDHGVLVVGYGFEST
Target sequence (P07711 292-333 limits assumed): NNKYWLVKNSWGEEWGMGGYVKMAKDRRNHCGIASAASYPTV
C1s inh – blocks human complement C1s protease activity; 62,000 tested, 0.16% active; AID 538; purified C1s, fluorogenic AMC substrate, pooled mixtures; mean inhibition % of two 10-compound mixtures (hits give high values), % at 5 µM (by protocol);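 active = inhibition above 20% in each of the two 10-compound mixture wells holding the compound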;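 note: 0% = enzyme wells lacking compound mixture and 100% = no-enzyme blank wells; some compounds called inactive have numbers as strong as hits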
* hit, by the source's call; ? = inconclusive; / = not tested or not shown. Cut-off read from the data, not from the text of the source, unless noted: active = inhibition above about 20% (passing the limit was not always enough); inactive = the rest. Some of the compounds tested. The share of hits here may be higher or lower than overall.

Values in the order: CatB block	FXIa mix inh	CatB mix inh	CatG inh	FXIIa inh mix	AP ELISA ortho	CatS inh	CatL inh	C1s inh
1	Cc1cc(Nc2ccc(F)cc2)n2nc(C)nc2n1
  1.7	12.4	8.0	1.9	-0.1	14.8	-2.1	6.3	0.4
2	Nn1c(SCC(=O)NC(=O)NC2CCCC2)nnc1-c1ccccc1F
  2.2	8.2	0.5	8.6	3.3	8.5	-7.8	2.4	7.0
3	CCn1cc(C(=O)NCc2ccc3c(c2)OCO3)c(=O)c2cc(F)c(N3CCN(C)CC3)cc21
  1.2	4.9	2.4	6.2	9.1	17.3	-1.6	-6.6	3.5
4	NC(=O)CCN(Cc1ccccc1)S(=O)(=O)c1ccccc1
  6.2	7.0	2.1	12.0	1.7	5.0	-0.9	17.8	9.2
5	O=C1CN(c2ccc(Br)cc2)C(=O)N1CC(=O)N1CCCc2ccccc21
  -0.8	2.1	-0.6	7.3	3.7	11.0	0.5	6.2	-5.3
6	COc1ccc(S(=O)(=O)N2CCN(c3c(C)cccc3C)CC2)cc1OC
  -0.1	13.5	1.2	9.2	1.2	15.0	8.4	13.4	-0.9
7	Cc1ncc2c(c1OC(=O)c1ccccc1)COC(C)(C)OC2
  -3.5	-4.2	-3.0	0.8	5.7	1.4	-11.0	14.5	-7.2
8	OC(CCN1CCCC1)(c1ccccc1)C1CCCCC1 (centres undefined)
  6.6	3.5	0.7	-6.2	5.5	1.4	3.4	-1.0	4.4
9	CC1(C)CC(=O)C=C(Nc2ccc(F)cc2F)C1
  0.3	5.6	1.2	9.6	12.1	3.2	-6.9	/	12.6
10	c1ccc(CSc2nnc(Cc3ccccn3)o2)cc1
  4.0	6.4	1.1	8.8	9.8	-4.4	16.4	7.8	14.0
11	CCC12CN3CC(CC)(CN(C1)C3c1ccccc1Cl)C2O (centres undefined)
  3.7	-3.5	-4.8	11.1	1.9	-16.2	29.9	-5.7	-0.3
12	CN(C1CCS(=O)(=O)C1)S(=O)(=O)c1ccc(N2CCCC2=O)cc1 (centres undefined)
  0.6	7.3	5.7	-1.3	0.8	7.1	12.8	22.6	-10.9
13	ON1C(c2ccccc2C(F)(F)F)N(O)[C@H]2CCCC[C@H]21 (some centres undefined)
  1.6	6.6	4.8	12.2	5.8	9.1	10.2	26.0	19.8
14	COc1ccc(-c2noc(CN(C)S(=O)(=O)c3ccc(Cl)cc3)n2)cc1OC
  6.1	7.8	3.4	11.7	8.7	3.4	0.2	7.9	14.2
15	CCOc1ccc(OCCN2C(=O)NC3(CCCc4ccccc43)C2=O)cc1 (centres undefined)
  -0.4	7.0	5.9	9.1	1.1	15.4	-5.5	-3.7	17.5
16	O=C(O)CC(C(=O)Nc1cccc(C(F)(F)F)c1)C1CCCO1 (centres undefined)
  3.8	-27.1	-4.1	-28.3	-17.9	-2.2	-18.3	5.8	-45.7
17	O=C(Nc1ccc(S(=O)(=O)N2CCCCCC2)cc1)c1ccco1
  0.8	5.5	5.2	9.3	1.5	11.7	6.2	5.6	4.7
18	Cc1ccc(C2/C(=C(/O)c3ccc(OC(C)C)cc3)C(=O)C(=O)N2CCN2CCOCC2)cc1 (centres undefined)
  2.1	3.2	2.1	6.3	-4.1	13.3	4.8	4.5	17.8
19	Cc1cc(C(=O)Nc2ccc(C(=O)O)cc2)c(-c2ccccc2)o1
  -1.6	11.9	4.2	-0.7	-13.9	12.3	3.1	-5.0	5.0
20	CCOc1nc2ccccc2nc1NS(=O)(=O)c1ccccc1
  -5.2	9.7	8.9	3.7	4.2	2.1	12.8	10.2	8.6
21	CCCCCOC(=O)C1C2C=CC3(CN(c4ccccc4C)C(=O)C13)O2 (centres undefined)
  7.1	2.1	-1.1	-7.7	-16.1	-11.8	6.7	3.6	-6.6
22	COc1ccccc1N(CCC#N)C(=O)CSc1nc(-c2ccccc2)cn1N
  5.4	6.6	5.5	-9.9	8.7	-5.4	9.2	3.1	-10.8
23	CCCCC(=O)Nc1nc2ccc3nc(C)sc3c2s1
  1.3	-0.4	-2.0	10.3	6.0	4.7	-1.4	/	8.1
24	COc1cc(OC)cc(-c2nc(N)n[nH]2)c1
  -0.5	0.1	-11.8	12.3	0.1	7.7	3.4	11.8	-6.3
25	COc1ccc(C2C(C(=O)OCC(=O)N3CCCCC3)CCC(=O)N2c2ccc(OC)cc2)cc1 (centres undefined)
  4.6	0.4	2.7	12.1	23.7	1.4	3.6	0.2	5.5
26	COCCCNC(=O)CN(c1cccc(Cl)c1)S(C)(=O)=O
  0.8	0.5	-2.7	-0.4	0.1	1.5	7.5	15.2	5.2
27	CCCCn1c(CN2CCN(CCO)CC2)nc2ccccc21
  3.3	-1.4	2.9	-2.5	8.2	0.1	16.1	-5.7	1.5
28	CC1(C)[N+]([O-])=C2C(=[N+]([O-])C1(C)C)c1ccccc1/C2=N\O
  1.1	4.3	1.1	-1.5	0.5	15.7	31.7	-6.9	-5.6
29	O=C(c1cc(-c2ccc(Cl)c(Cl)c2)on1)N1CCCCC1
  2.5	0.0	1.3	-5.3	11.2	-1.7	15.2	11.9	-21.4
30	N#CC1=C(N)OC2=C(C(=O)CCC2)C1c1ccsc1 (centres undefined)
  2.8	-0.9	5.3	-0.2	3.7	8.2	17.5	13.4	-34.1
31	Cn1c(C(=O)NCC2CCCO2)cc2c(=O)[nH]c3ccccc3c21 (centres undefined)
  6.0	1.3	3.6	3.8	-0.5	-6.1	15.2	0.6	4.6
32	CCOC(=O)N1CCN(C(=O)c2ccc3c(SCC(=O)O)c4c(nc3c2)CCCC4)CC1
  1.0	1.1	-0.6	3.6	11.9	16.4	15.8	-4.1	1.3
33	O=C(Nc1ccccc1)NC1CCN(Cc2nnnn2C2CCCCC2)CC1
  6.4	0.7	2.6	11.6	-19.9	-8.6	8.1	21.1	9.9
34	CCn1c(CSc2nc3ccccc3n2C)nc2ccccc21
  -1.4	1.7	-9.6	-3.6	7.8	0.1	3.8	9.4	-4.2
35	O=C(O)c1cc(-c2ccncc2)nc2ccc(S(=O)(=O)N3CCOCC3)cc12
  -0.9	-5.8	1.1	12.5	2.2	6.7	17.5	24.8	0.3
36	Cc1ccc2nc(N3CCN(C)CC3)c(C#N)cc2c1
  3.3	5.1	1.2	12.7	-20.8	13.6	11.7	-37.9	11.3
37	CCOC(=O)c1ccc(N2C(=O)CC(N3CCOCC3)C2=O)cc1 (centres undefined)
  8.2	5.9	7.5	14.1	5.1	-1.3	17.1	9.2	5.7
38	Cc1cc(C)nc(N2CCC(C(=O)NCCc3ccc(F)cc3)CC2)n1
  1.6	1.1	-0.1	-14.6	1.9	-12.3	-6.9	-4.3	-28.2
39	C=COC(=O)CSc1snc(SCC(=O)OC)c1C#N
  0.8	-5.6	-5.3	-5.4	-0.2	1.6	-8.9	7.1	-82.7
40	NC(=O)c1cnn2c(C(F)(F)F)cc(-c3ccc(F)cc3)nc12
  0.7	7.9	1.9	10.7	1.4	-12.0	-1.4	5.2	-0.4
41	O=C(CCS(=O)(=O)Cc1ccccc1)NCc1ccco1
  1.9	3.8	3.7	8.7	12.4	2.9	12.7	-0.5	15.0
42	O=C(CSc1nnc(-c2ccc(OC(F)F)cc2)o1)NC(=O)NCc1ccco1
  -7.4	10.5	8.9	-1.6	2.0	18.3	-1.2	2.6	-28.4
43	CC(=O)Oc1ccc2c(c1)c(C(C)=O)c(C)n2C
  0.6	2.5	2.1	6.1	5.9	1.8	-2.9	3.2	-16.1
44	COc1ccccc1C(=O)Nc1c2c(nn1-c1cccc(C)c1C)CS(=O)C2 (centres undefined)
  -2.2	-10.4	-2.6	0.0	5.8	4.8	1.8	9.9	-1.0
45	O=C(CSCc1cccs1)N1CCCC1
  4.9	-3.0	6.2	5.1	3.7	16.6	6.8	6.0	4.0
46	CCOC(=O)C(NC(=O)OC(C)C)(Nc1nccs1)C(F)(F)F (centres undefined)
  -4.2	9.8	7.8	2.2	5.3	-0.5	16.1	2.2	3.1
47	O=C(CNC(=O)c1ccco1)OC(C(=O)c1ccccc1)c1ccccc1 (centres undefined)
  18.1	12.5	?	-2.0	4.7	0.5	-0.2	78.1*	-8.9
48	COc1ccc(C)cc1NC(=O)NCCC1=CCCCC1
  -7.0	6.5	1.7	-0.6	5.2	16.4	-7.7	-18.1	4.5
49	CC(C)Cn1c(SCC(=O)c2ccc(Cl)s2)nnc1-c1ccco1
  3.1	-8.3	-2.4	7.7	8.2	-5.9	18.2	15.7	-20.2
50	O=c1cc(-c2ccc3c(c2)OCO3)oc2ccccc12
  -4.0	-16.7	2.4	3.8	-0.4	9.0	0.6	-9.5	-16.4
51	CCOc1ccc(NC(=O)Cn2nnc(-c3ccccc3NC(=O)CC)n2)cc1
  2.4	7.6	6.7	10.7	6.6	8.3	12.4	11.2	12.1
52	CCOC(=O)N1CCN(C(c2ccc(C(C)C)cc2)c2sc3nc(C)nn3c2O)CC1 (centres undefined)
  -1.4	7.2	3.5	-1.8	4.2	21.5	-2.6	/	4.6
53	CCCc1nnc(NC(=O)CN2C(=O)C3C4C=CC(C4)C3C2=O)s1 (centres undefined)
  -0.2	-0.1	-6.0	-9.5	-4.0	-10.5	-4.5	2.1	-19.7
54	CCC(=O)N1CCc2cc(S(=O)(=O)NCCN3CCCCC3CC)ccc21 (centres undefined)
  0.1	-6.4	3.0	7.7	-10.8	14.6	2.8	3.3	-6.1
55	CCCCOC(=O)CSCC(=O)Nc1cc(C)on1
  0.5	-4.2	2.5	6.1	5.5	15.7	-4.8	-4.2	2.3
56	CC1(C)CC(O)(CCNCc2ccc3c(c2)OCO3)CCO1 (centres undefined)
  4.6	6.7	1.0	3.8	3.3	11.3	-3.3	11.9	-51.9

Bioassay records (PubChem BioAssay)
